# Peg3 imprint = inducers of genomic imprint erasure in mouse ES cells; mouse ES Peg3-LacZ reporter, beta-gal luminescence, 40 h; Potency, µM (highest dose often 60.7 µM), for inactives: top-dose activity change, positive = activation, actives largely listed as activators; 110,000 tested, 0.02% active; AID 1948;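 also: 0% = negative control wells on the plate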
#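 Readout: BetaGlo luminescence (5 min, room temp) for LacZ from the normally silent maternal Peg3 allele in female Peg3LacZ-Neo ES cells. Cells 300/well, 40 h, 37C, 5% CO2. Data normalized per plate to negative controls.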
# p53ts 32C kill = kills p53ts cells at the permissive temperature. Potency, µM (series often up to 46.1 µM), without a hit: at the top dose activity change, negative = cytotoxicity, actives largely listed as cytotoxic. 130,000 tested, 0.93% active. H1299-p53A138V at 32C, ATP luminescence viability, 24 h;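 also: 0% = DMSO and -100% = full killing by reference compound; nearly all actives have a fitted effect of over 55% in size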
#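 Cells: H1299 p53ts (A138V), 600/well, pre-incubated 16–30 h at 37C. Cpd up to 46 uM, 24 h, 32C. Readout: ATPlite luminescence, 20 min RT. Normalization: DMSO vs tamoxifen 100 uM. AC50 by Hill equation.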
# p53ts 39C kill = p53ts cell cytotoxicity, nonpermissive temperature; AID 902; H1299-p53A138V viability at 39C, ATP luminescence, 24 h; 130,000 tested, 1.5% active; Potency, µM (highest dose often 46.1 µM), for inactives: top-dose activity change, negative = cell killing, actives largely listed as cytotoxic; also: nearly all actives have a fitted effect of over 55% in size
# IkB signaling = IkB pathway inhibition in ABC-DLBCL cells. ABC-DLBCL IkBa-CBG/CBR dual luciferase ratio, 4 h; response scale: scaled: untreated 0%, proteasome inhibitor 100%. Potency, µM (titrated, usually from 57.1 µM), inactives show at the top dose IkBa stabilization activation. 110,000 tested, 0.04% active. AID 445; active = well fitted curve in the direction sought with a large enough effect in the signal ratio, not every such curve was filed as active; inconclusive = small, poorly fitted or top-dose-only effect, or a change in a side signal; the % refers to the signal ratio;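 also: the direction sought is a rising ratio; 0% = basal untreated cells and 100% = reference inhibitor full response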
#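 Curves were fitted separately to fusion (green), unfused (red) and ratio luminescence, then classed by r2, magnitude and activity. Cells: OCI-Ly3, 4 h compound plus doxycycline at 37C; 10 uM MG-132 defined full response.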
# Active calls of the source: *; ? = inconclusive; . = no result given; [ ] = dose if it differs, or a comment. Unless noted, calls follow the shape of the dose curve; as a rule, active = well fitted curve in the direction sought with a large enough effect; inconclusive = small, poorly fitted or top-dose-only effect, or another doubt; inactive = no such curve, though single readings can be large; an effect the other way counts as inactive or inconclusive. Unless noted, % is scaled to controls: 0 for no effect and ±100 for the full control effect; potency is read from the fitted curve at half-maximal effect.
1	CC(=O)c1cc(-c2ccccc2)n(CC(=O)NC2CCCCC2)c1C
2	CC1(C)C(=O)N(CC(=O)Nc2ccc(Br)cc2F)c2ccccc21
3	COc1cc2nc(NCCN3CCOCC3)n3nc(-c4ccccc4)nc3c2cc1OC
4	CCOC(=O)c1nnn(-c2nonc2N)c1COc1cc(C)c(Cl)c(C)c1
5	COc1ccc2c(CNCCc3ccco3)c(C(=O)O)n(Cc3ccc(C)cc3)c2c1
6	Fc1ccc(Nc2nc(SCc3ccc(Cl)cc3)nc3ccccc23)cc1
7	Cc1ccc(-n2c(C)cc3c2CCCC3=O)cc1
8	Cn1c(=O)c2c(nc(SCC(=O)Nc3ccccc3F)n2Cc2ccccc2F)n(C)c1=O

Compound	1	2	3	4	5	6	7	8
Peg3 imprint	-14%[10.9 µM]	22%[10.9 µM]	-6%	-15%	-14%[10.9 µM]	5%[10.9 µM]	-16%	-13%[10.9 µM]
p53ts 32C kill	1%	2%	-6%	-25%	4%	37%[activator]	-6%	3%
p53ts 39C kill	34%	-22%	0%	0%	-7%	-28%	-12%	5%
IkB signaling	0.0%	?	-0.8%	?	-0.1%	?	1.8%	?

9	CC(C)Cc1nnc(NC(=O)CCC(=O)N2CCOCC2)s1
10	Cc1cc(C(F)(F)F)nc(SCc2ccc(C(=O)O)o2)n1
11	COc1ccc(OC)c(C2C(C(=O)N3CCCCC3)=C(C)Nc3nc4ccccc4n32)c1 (stereo not drawn)
12	CCSc1nnc([C@H](C)NC(=O)OC(C)(C)C)o1
13	CC(C)Cn1c(CNC(=O)c2ccccc2)nc2ccccc21
14	O=C(c1ccc2snnc2c1)N1CCCC1
15	Cc1nc2ccc(S(=O)(=O)NC(C(=O)N3CCN(c4cccc(Cl)c4)CC3)C(C)C)cc2s1 (stereo not drawn)
16	Cc1cnc(NC(=O)COc2ccccc2Cl)s1

Compound	9	10	11	12	13	14	15	16
Peg3 imprint	-31%[inhibitor]	-6%	5%[10.9 µM]	-13%	-14%	-8%	-14%[10.9 µM]	-83%[inhibitor]
p53ts 32C kill	-17%	1%	8%	5%	4%	5%	1%	4µM*
p53ts 39C kill	-1%	6%	11%	12%	-12%	12%	3%	5µM*
IkB signaling	-2.2%	-0.1%	1.2%	2.9%	0.8%	-0.1%	?	0.3%

17	c1ccc(Cn2c(SCc3nc4ccccc4s3)nnc2-c2ccco2)cc1
18	O=C(O)C1CC=CCC1C(=O)Nc1ccc(F)c(F)c1 (stereo not drawn)
19	Cn1c(=O)c2c(nc(N3CCOCC3)n2Cc2ccccc2F)n(C)c1=O
20	COc1ccc(C)cc1S(=O)(=O)Nc1ccc(F)cc1
21	O=c1c2c(-c3ccc([N+](=O)[O-])cc3)csc2nc2n1CCC2
22	CCOC(=O)c1cccc(NS(=O)(=O)c2cc(-c3cnc(C)o3)ccc2OC)c1
23	Cc1ccc(N=Cc2ccc[nH]2)c(O)c1
24	COc1ccc(-c2noc(CN3CCC(Cc4ccccc4)CC3)n2)cc1

Compound	17	18	19	20	21	22	23	24
Peg3 imprint	-15%	-8%	-8%[10.9 µM]	-9%	.	-6%[10.9 µM]	-61%[inhibitor]	-19%
p53ts 32C kill	-4%	10%	4%	9%	0%	8%	-6%	0%
p53ts 39C kill	-7%	12%	-1%	6%	20%	-22%	-2%	-10%
IkB signaling	?	-1.0%	0.3%	0.9%	.	?	13%	?

25	COc1ccc(N2CCCn3c2nc2c3c(=O)n(Cc3ccccc3F)c(=O)n2C)cc1
26	COc1cccc(C(c2sc3ncnn3c2O)N2CCN(C(=O)c3ccco3)CC2)c1 (stereo not drawn)
27	CC(C)C(c1nnnn1C1CCCCC1)N1CCc2ccccc2C1 (stereo not drawn)
28	COc1cc(NS(=O)(=O)c2ccc3[nH]c4c(c3c2)CCCCCC4)cc(OC)c1
29	CC(=O)N1CCc2c(sc3c2c(=O)n(-c2ccccc2)c(=O)n3CC(=O)Nc2cc(C)cc(C)c2)C1
30	CC(=O)Nc1nnc(SCc2cc(=O)c3cccc(Cl)c3[nH]2)s1
31	CC(NC(=O)Nc1ccccc1)C(c1cccs1)N1CCN(C)CC1 (stereo not drawn)
32	Cn1c(NCc2ccco2)nc2ccccc21

Compound	25	26	27	28	29	30	31	32
Peg3 imprint	-17%	-13%	.	10%[10.9 µM]	-6%[10.9 µM]	?	-4%	-17%
p53ts 32C kill	2%	7%	-7%	5%	-21%	-8%	1%	13%
p53ts 39C kill	-5%	16%	2%	?	-24%	6%	13%	-5%
IkB signaling	1.7%	12%	0.8%	?	1.0%	1.1%	1.4%	?

33	Cc1ccc(C)c(N2CCN(C(=O)c3cc4cc5ccc(C)cc5nc4s3)CC2)c1
34	CC(CNC(=O)CCCn1c(=O)c2cccn2c2cccnc21)c1ccccc1 (stereo not drawn)
35	CCOc1ccc(Sc2cc(C(=O)NCc3ccccc3Cl)c3ccccc3n2)cc1
36	Cc1ccc(C)c(N2CCN(CCCNC(=O)c3ccc4nc(CCc5ccccc5)oc4c3)CC2)c1
37	Cc1cc(C)n(C(=O)c2cc3ccccc3c(=O)o2)n1
38	COC(=O)c1cccc(-n2nnnc2SCC(=O)Nc2nc3c(s2)CCCC3)c1
39	COc1cc(-c2noc(-c3ccc(N4CCCC4)c([N+](=O)[O-])c3)n2)cc(OC)c1OC
40	CCOC(=O)N1CCN(c2c(Nc3ccc4c(c3)OCCO4)c(=O)c2=O)CC1

Compound	33	34	35	36	37	38	39	40
Peg3 imprint	-2%[10.9 µM]	-14%[10.9 µM]	-14%[10.9 µM]	-18%[10.9 µM]	-6%	-16%	-5%[10.9 µM]	-5%
p53ts 32C kill	0%	10%	-9%	-27%	7%	3%	-12%	2%
p53ts 39C kill	-11%	8%	-27%	25µM*	9%	24%	-5%	-3%
IkB signaling	?	0.4%	?	?	1.5%	?	-1.9%	1.6%

41	CCC1Oc2ccc(C)cc2N(CC(=O)N(Cc2ccc3c(c2)OCO3)CC2CCCO2)C1=O (stereo not drawn)
42	O=C(c1ccc(CS(=O)(=O)c2ccc(Br)cc2)o1)N1CCN(c2ncccn2)CC1
43	CCc1ccc(NC(=O)c2ccc3oc(=O)n(Cc4ccccc4)c3c2)cc1
44	CC(C)C(c1nnnn1C1CCCC1)N1CCCc2ccccc21 (stereo not drawn)
45	Cc1cc(C)cc(-n2c(-c3ccccc3)c(C)n3c4c(=O)n(C)c(=O)n(C)c4nc23)c1
46	COc1ccc(Nc2ncc3c(n2)CC(c2ccc(OC)cc2)CC3=O)cc1 (stereo not drawn)
47	CC(C)(C)c1cc(Br)ccc1OCC(=O)Nc1ncn[nH]1
48	C#CCn1cc[n+](CC(=O)N(C)C)c1

Compound	41	42	43	44	45	46	47	48
Peg3 imprint	-10%	-13%	-15%[10.9 µM]	.	-11%[10.9 µM]	-4%	-12%	-20%
p53ts 32C kill	17%	3%	9%	1%	-6%	2%	12%	4%
p53ts 39C kill	3%	12%	7%	-7%	16%	1%	3%	13%
IkB signaling	2.0%	-0.6%	-2.1%	4.4%	-2.3%	-2.0%	3.5%	0.7%

49	Cc1oc2ncnc(N3CCCCC3)c2c1C(=O)NCC1CCN(Cc2ccc(F)cc2)CC1
50	CCCc1cnc2c(c1SCc1cccc(F)c1)c(=O)n(C)c(=O)n2C
51	CCOC(=O)c1cc(-c2ccc(/C=N\n3cnnc3)o2)ccc1Cl
52	CC(C)NC(=O)Cn1c(SCC(=O)N2CCc3ccccc3C2)nc2ccccc21
53	COc1ccc(-c2nc(-c3cccs3)c(-c3cccs3)[nH]2)cc1O
54	O=C(O)c1cccc(CN2C(=O)SC(Nc3ccccc3)C2=O)c1 (stereo not drawn)
55	Cc1cc(NCc2ccc3c(c2)OCO3)n2nc(C)nc2n1
56	Cc1ccc(CCNC(=O)c2c[nH]c3ccc(S(=O)(=O)Nc4cccc(C(F)(F)F)c4)cc3c2=O)cc1

Compound	49	50	51	52	53	54	55	56
Peg3 imprint	-8%[10.9 µM]	-11%[10.9 µM]	-11%	-3%	-13%	4%	-10%	4%[10.9 µM]
p53ts 32C kill	1%	-1%	1%	-9%	17%	7%	1%	-9%
p53ts 39C kill	-3%	2%	-3%	-4%	19%	2%	3%	?
IkB signaling	1.3%	?	0.0%	-0.2%	?	7.6%	0.8%	?

57	CCCOc1ccc(C(=O)Nn2c(C)nc3ccccc3c2=O)cc1
58	COc1ccc2[nH]c(C)c(CCN3C(=O)OC(C)(C)C3(C)O)c2c1 (stereo not drawn)
59	COc1ccc(N2C(=O)C3CCCN3C2c2cccc(Br)c2)cc1 (stereo not drawn)
60	O=C(Nc1cccc(Cl)c1)c1c(NC(=O)C(F)(F)F)sc2c1CCCC2
61	CCOc1ccc(C(=O)N2CCCCCC2)cc1
62	c1c2c(cc3sc(N4CCOCC4)nc13)OCO2
63	COc1ccc(NC(=O)c2ccco2)cc1NC(=O)COc1ccc(C)cc1C
64	CCCCn1c(SCC(=O)NCc2ccco2)nc2c1c(=O)n(C)c(=O)n2C

Compound	57	58	59	60	61	62	63	64
Peg3 imprint	-16%	-1%	-13%	16%[10.9 µM]	-9%	-89%[inhibitor]	-9%[10.9 µM]	.
p53ts 32C kill	1%	0%	11%	?	4%	10µM*	-3%	3%
p53ts 39C kill	-13%	8%	-6%	?	8%	?	-13%	7%
IkB signaling	3.8%	1.1%	4.6%	?	2.4%	6.1%	-2.4%	.

65	O=c1c2ccccc2ncn1C1CCCCC1
66	CC(C)N1C(=O)CN(C2CCCCCC2)C(=O)C1c1ccccc1F (stereo not drawn)
67	Cc1cccc(Cn2c(C)c(C)c3cc(C(=O)NCc4ccco4)ccc32)c1
68	CON(C)c1nc(OCC#N)nc(N(C)C)n1

Compound	65	66	67	68
Peg3 imprint	-12%	-9%	5%[10.9 µM]	.
p53ts 32C kill	4%	6%	-1%	31%[activator]
p53ts 39C kill	15%	4%	-17%	26%
IkB signaling	-1.6%	3.7%	2.1%	.

# Entries listed so far that contain an aryl thioether with sulfur outside any ring:
6	Fc1ccc(Nc2nc(SCc3ccc(Cl)cc3)nc3ccccc23)cc1
8	Cn1c(=O)c2c(nc(SCC(=O)Nc3ccccc3F)n2Cc2ccccc2F)n(C)c1=O
10	Cc1cc(C(F)(F)F)nc(SCc2ccc(C(=O)O)o2)n1
12	CCSc1nnc([C@H](C)NC(=O)OC(C)(C)C)o1
17	c1ccc(Cn2c(SCc3nc4ccccc4s3)nnc2-c2ccco2)cc1
30	CC(=O)Nc1nnc(SCc2cc(=O)c3cccc(Cl)c3[nH]2)s1
35	CCOc1ccc(Sc2cc(C(=O)NCc3ccccc3Cl)c3ccccc3n2)cc1
38	COC(=O)c1cccc(-n2nnnc2SCC(=O)Nc2nc3c(s2)CCCC3)c1
50	CCCc1cnc2c(c1SCc1cccc(F)c1)c(=O)n(C)c(=O)n2C
52	CC(C)NC(=O)Cn1c(SCC(=O)N2CCc3ccccc3C2)nc2ccccc21

Compound	6	8	10	12	17	30	35	38	50	52
Peg3 imprint	5%[10.9 µM]	-13%[10.9 µM]	-6%	-13%	-15%	?	-14%[10.9 µM]	-16%	-11%[10.9 µM]	-3%
p53ts 32C kill	37%[activator]	3%	1%	5%	-4%	-8%	-9%	3%	-1%	-9%
p53ts 39C kill	-28%	5%	6%	12%	-7%	6%	-27%	24%	2%	-4%
IkB signaling	?	?	-0.1%	2.9%	?	1.1%	?	?	?	-0.2%

64	CCCCn1c(SCC(=O)NCc2ccco2)nc2c1c(=O)n(C)c(=O)n2C

Compound	64
Peg3 imprint	.
p53ts 32C kill	3%
p53ts 39C kill	7%
IkB signaling	.
